DAX1 inh-1 – DAX1 (NR0B1) inhibitors on StAR promoter, primary screen, cell-based, luminescence, SF-1 (NR5A1), full-length DAX-1 | inhibition, % at 6.8 µM | AID 652010, 2013 | HEK293T StAR-luciferase reporter, SF-1/DAX-1 repression relief | 370,000 compounds, 1.1% hits;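 active means inhibition above the mean over all tested compounds plus 3 SD, cut at about 3.6% in these data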;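 further: 0% = DAX-1 cells with DMSO and 100% = cells lacking DAX-1 with DMSO; higher inhibition means more luminescence from relief of DAX-1 repression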
PG9 binder – binders of HIV-1 gp120 antibody PG9, primary screen, biochemical, TR-FRET; inhibition, % at 6.7 µM; HIV-1 gp120 / PG9 antibody interaction; 360,000 compounds, 0.43% hits; TR-FRET gp120-PG9 antibody binding; AID 624416, 2012; in the data active means inhibition above about 8.5%
FXN GAA850 act – FXN promoter activators, primary screen, cell-based, luciferase luminescence, HEK293 lucGAA850 | 360,000 compounds, 0.56% hits | HEK293 lucGAA850 FXN promoter luciferase reporter, 24 h; percent of 10 µM SAHA response | activation, % at 6 µM;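 active means activation above the average of all compounds screened plus 3 SD, cutoff fixed separately per campaign, cut at about 7.5% in these data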;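 further: 0% = DMSO wells and 100% = 10 µM SAHA wells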
hgDAF-12 ag – H. glycines DAF-12 receptor agonists, primary screen, cell-based, luminescence, HEK293, GAL4 fusion, UAS-luciferase; Nuclear hormone receptor DAF-12 (Heterodera glycines), GAL4 fusion; HEK293 GAL4-hgDAF12 UAS-luciferase reporter, agonist luminescence; normalized to butyrate control; activation, % at 6.8 µM; 370,000 compounds, 1.8% hits; AID 687014, 2013;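 active means activation above a cutoff set at the mean of all screened compounds plus 3 SD, cut at about 10% in these data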;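 further: 0% = DMSO wells and 100% = sodium butyrate wells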
hcDAF12 agonist – H. contortus DAF-12 nuclear receptor activators, primary screen, cell-based, luminescence, HEK293, lit1-tk-luc reporter. HEK293 hcDAF-12 lit1-tk-luc reporter; 0% DMSO, 100% Δ7-dafachronic acid. activation, % at 6.8 µM. 370,000 compounds, 1.4% hits;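 active means activation above the mean of all tested compounds plus 3 SD, cut at about 5.5% in these data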;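 further: 100% = response to 3 µM Δ7-dafachronic acid high control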
sPLA2-III inh – human group III sPLA2 inhibitors, primary screen, biochemical, QFRET, BODIPY PC-A2 liposome substrate; Group 3 secretory phospholipase A2 (Homo sapiens), Q9NZ20; QFRET BODIPY PC-A2 liposome hydrolysis, fluorescence; inhibition, % at 12.2 µM; 370,000 compounds, 0.56% hits; AID 743126, 2013;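 active means inhibition above mean plus 3 SD of compounds lying within the high and low control bounds, cut at about 19% in these data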;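 further: 0% = median of test compound wells and 100% = no enzyme DMSO wells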
Target sequence (Q9NZ20 whole entry, looked up): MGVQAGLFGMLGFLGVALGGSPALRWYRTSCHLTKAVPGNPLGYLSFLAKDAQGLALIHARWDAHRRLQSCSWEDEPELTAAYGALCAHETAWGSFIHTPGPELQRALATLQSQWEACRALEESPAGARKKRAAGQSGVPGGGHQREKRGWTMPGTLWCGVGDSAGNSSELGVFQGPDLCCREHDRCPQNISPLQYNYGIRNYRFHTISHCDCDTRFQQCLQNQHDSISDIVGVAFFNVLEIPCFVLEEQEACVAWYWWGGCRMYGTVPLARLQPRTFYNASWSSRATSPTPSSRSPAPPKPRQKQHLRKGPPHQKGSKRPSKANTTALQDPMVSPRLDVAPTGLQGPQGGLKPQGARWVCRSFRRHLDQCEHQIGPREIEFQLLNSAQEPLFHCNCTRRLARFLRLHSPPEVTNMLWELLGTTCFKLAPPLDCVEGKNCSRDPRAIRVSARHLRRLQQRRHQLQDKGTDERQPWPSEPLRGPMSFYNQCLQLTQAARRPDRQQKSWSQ
DAX1 inh-2 – DAX1 (NR0B1) inhibitors, primary screen, cell-based, HEK293, Gal4-DAX1, luciferase luminescence | Nuclear receptor subfamily 0 group B member 1 (Homo sapiens), P51843 | HEK293 Gal4-DAX1 luciferase reporter | inhibition, % at 6.75 µM | 340,000 compounds, 0.99% hits | AID 504766, 2011;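 active means inhibition above the mean over all tested compounds plus 3 SD, cut at about 4.2% in these data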;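 further: 0% = DAX1-transfected cells with DMSO and 100% = empty-vector control cells with DMSO; inhibition shows as a rise in luminescence from relieved DAX1 repression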
Target sequence (P51843 207-470 limits assumed): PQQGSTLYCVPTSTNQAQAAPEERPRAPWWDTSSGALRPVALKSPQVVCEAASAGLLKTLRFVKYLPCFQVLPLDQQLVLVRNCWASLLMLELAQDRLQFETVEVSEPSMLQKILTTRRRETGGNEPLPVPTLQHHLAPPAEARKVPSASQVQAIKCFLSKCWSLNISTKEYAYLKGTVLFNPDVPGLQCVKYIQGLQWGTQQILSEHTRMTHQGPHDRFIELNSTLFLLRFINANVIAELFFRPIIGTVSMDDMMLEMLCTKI
ssDAF-12 act – S. stercoralis DAF-12 nuclear receptor activators, primary screen, cell-based, luminescence, HEK293, GRIP1 co-expression, lit1-tk-luc; HEK293 ssDAF-12/GRIP1 lit1-tk-luc reporter; % of 3 µM dafachronic acid response; Nuclear hormone receptor DAF-12 (Strongyloides stercoralis); activation, % at 6.8 µM; 370,000 compounds, 1% hits;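 active means activation above the mean over all tested compounds plus 3 SD, cut at about 0.9% in these data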;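 further: 0% = DMSO-only wells and 100% = 3 µM delta7-dafachronic acid wells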
SMARCA2 activ – SMARCA2 (BRM) function activators, primary screen, cell-based, luminescence, high throughput; MG213 cells, MMTV-luciferase reporter, dexamethasone, overnight; activation, % at 9.1 µM; 370,000 compounds, 1% hits; AID 652017, 2013; in the data active means activation above about 7.8%;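 further: 0% = vehicle wells and 100% = reference activator wells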
PLC-beta3 inh – human PLC-beta3 inhibitors, primary screen, biochemical, fluorescence; 1-phosphatidylinositol 4,5-bisphosphate phosphodiesterase beta-3 (Homo sapiens), Q01970; inhibition, % at 12.2 µM; Purified PLC-beta3, fluorogenic substrate; 370,000 compounds, 0.18% hits; in the data active means inhibition above about 11%;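 further: 0% = median of compound wells on plate and 100% = full blocker control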
Rev-erbA mod – modulators of Rev-erb alpha DNA binding, primary screen, biochemical, FITC-DNA, fluorescence polarization, uHTS; AID 1259318, 2017; 370,000 compounds, 0.79% hits; Rev-erbα–FITC-DNA binding, 90 min; activity, % at 10 µM; Nuclear receptor subfamily 1 group D member 1 (Homo sapiens), P20393;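 active means activity above about 14%, limit read from the data; passing the limit was not always enough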;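 further: 0% = DMSO wells with 35 nM protein and 100% = DMSO wells with 750 nM protein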
* marks the source's active call; other numbers are inactive results; nt = no result given.

SMILES,DAX1 inh-1,PG9 binder,FXN GAA850 act,hgDAF-12 ag,hcDAF12 agonist,sPLA2-III inh,DAX1 inh-2,ssDAF-12 act,SMARCA2 activ,PLC-beta3 inh,Rev-erbA mod
CC(C)[C@H](N)c1nnc(SCC(=O)c2ccc(Cl)cc2)o1,-1.4,0.3,-5.0,-7.4,-5.3,-13,-0.7,-1.9,-4,-4,-2
CN(c1cccc(NC(=O)CN(c2ccc(F)cc2)S(C)(=O)=O)c1)S(C)(=O)=O,-0.4,1.0,1.0,-3.0,-2.4,-3,-0.1,-1.4,-1,4,-6
Cc1nnsc1NC(=O)OCC(C)C,-0.6,0.6,-0.5,2.1,0.1,3,0.3,-1.2,0,3,-6
Cc1ccc(-n2c(-c3cccnc3)n[nH]c2=S)c(C)c1,0.3,-1.1,-0.5,3.0,-0.1,3,0.6,-1.9,4,5,1
CCOCCc1nnc(NC(=O)C2CC(=O)N(CCc3ccc(F)cc3)C2)s1 (centres undefined),-0.3,-1.1,1.3,-2.2,-0.1,-6,0.3,-1.2,0,-3,1
CCNC(=S)Nc1ccc(C)c(S(=O)(=O)Nc2ccccc2OC)c1,-0.5,-2.0,-0.3,-0.8,-1.7,10,-0.4,-0.9,-3,-2,2
Cc1ccc2nc(N3CCN(C(=O)c4ccco4)CC3)sc2c1,2.8,-0.4,4.1,9.8,1.2,11,1.1,-1.0,2,-6,-3
O=C(COC(=O)c1ccc(Cl)c(S(=O)(=O)N2CCCCC2)c1)NCc1ccco1,0.4,-1.3,-1.0,0.5,-2.4,-7,1.6,-0.8,3,-1,-1
Nc1nc(SC2c3cccc4cccc(c34)C2NS(=O)(=O)c2ccccc2)n[nH]1 (centres undefined),-0.9,-0.5,-0.3,1.5,2.1,-29,-1.0,-1.2,0,-1,-1
CCCCSc1nc2sc3c(c2c(=O)n1-c1ccc(OC)cc1)CCN(C)C3,-0.2,1.3,1.5,0.9,-2.9,1,-0.4,-1.1,-3,-73,4
CCCS(=O)(=O)c1nc(S(=O)(=O)c2ccc(C)cc2)c(N2CCc3ccccc3C2)s1,0.1,-4.9,4.0,0.0,1.7,-3,0.0,-1.4,4,-14,5
COc1ccc(-n2nnc3c(SCC(=O)Nc4ccccc4F)ncnc32)cc1,0.2,-0.5,0.4,-0.1,-0.3,2,1.1,-1.2,1,-1,-4
N#Cc1ccc(/C=C2\CC3(OC(=O)c4ccc(F)cc4)CCCN2C3)cc1 (centres undefined),-0.4,nt,nt,2.0,-2.3,-16,nt,-0.9,-4,-5,3
O=S1(=O)CC2c3ccc(F)cc3CN2CN1Cc1ccc(F)cc1 (centres undefined),0.0,nt,nt,2.3,1.4,-2,nt,-0.4,0,-5,4
COc1cccc(N2CC(NC(=O)c3ccc4ccccc4c3)CC2=O)c1 (centres undefined),-1.6,-2.5,-0.1,-0.2,-1.3,-6,-1.6,-1.0,0,-5,-6
CC(=O)Nc1cncc(-c2ccccc2CO)n1,1.7,0.5,-1.1,0.8,0.9,3,nt,-0.9,2,-9,-5
N#Cc1c(N)c(C(=O)c2ccc(Br)cc2)n2c1CCC2,-0.8,-1.0,3.5,0.3,0.5,4,-0.6,-1.5,0,1,-1
Cc1ccc2nc(S(=O)(=O)O)[nH]c2c1,0.3,-2.5,-4.2,-3.5,0.4,1,0.2,-1.4,1,4,0
CCCCN1CC[C@@H](C)Oc2cc(Br)ccc2S1(=O)=O,-1.4,nt,nt,-2.4,1.1,6,nt,-1.2,-3,1,5
COc1ccc(C(C#N)(CC(=O)O)c2cnccn2)cc1OC (centres undefined),0.3,-2.5,1.0,1.1,1.1,1,-0.4,-1.0,2,-87,4
COc1ccc(CCNC(=O)COC(=O)CCC(=O)c2cccs2)cc1OC,-1.8,0.7,0.3,1.6,0.2,2,-0.5,-0.1,1,0,6
CCc1nn(CC(=O)NCCCN2CCOCC2)c(=O)c2cc3c(OC)cccc3n12,0.0,0.3,0.3,3.4,-2.0,1,0.6,0.4,2,-332,-3
COc1cccc(CN2CC(O)=C(c3nc(-c4ccc(Cl)cc4)cs3)C2=N)c1,0.3,-1.0,-2.9,-1.4,-1.2,3,-0.3,-1.5,0,-1,-8
CCSc1nnnn1-c1ccccc1,-1.6,-0.1,-0.4,0.0,-0.9,4,-0.1,-0.5,0,2,2
Brc1cccc(-c2cnco2)c1,0.0,1.4,-0.1,-0.8,-0.2,0,1.6,-0.9,-3,-7,-4
O=C(NCCc1ccccc1)c1n[nH]c2ccccc12,2.8,0.1,4.5,15*,5.7*,-4,0.6,0.0,2,2,3
CCOc1ccc(C(=O)NCCC(=O)N2CCC3(CC2)NCCc2[nH]cnc23)cc1OCC,0.8,-1.8,-0.5,-2.5,1.5,-3,0.1,-0.7,1,0,0
O=C(Nc1ccc2nc(-c3ccco3)c(-c3ccco3)nc2c1)N1CCN(c2ccccn2)CC1,-0.7,-2.0,-1.0,-2.1,-1.6,-4,-2.7,-1.6,0,-29,-26
CC(C)N1CC2(CC(c3ccc(Cl)cc3Cl)=NO2)CN1C(=O)c1ccc(C(C)(C)C)cc1 (centres undefined),-0.2,-2.3,1.1,2.2,-2.1,11,-0.9,-1.1,7,5,-2
COc1cccc(CN(C)C(=O)c2ccc(NS(=O)(=O)c3ccc(F)cc3)cc2)c1OC,-1.3,1.5,2.2,-3.3,-2.5,-15,-0.6,-0.6,1,1,1
CC1(C(=O)c2ccccc2)C2c3c(ccc4ccccc34)OC(=O)C21C(=O)N1CCOCC1 (centres undefined),-0.2,-2.0,-1.2,1.4,0.1,-7,-0.1,-0.2,0,5,4
O=C(CSCc1c(Cl)cccc1Cl)NN1C(=O)c2ccccc2C1=O,0.3,-0.6,-0.1,-0.5,-0.5,-8,-0.2,-1.4,1,3,-1
CCCCNC(=O)c1c[nH]c2ccc(S(=O)(=O)Nc3ccc(OCC)cc3)cc2c1=O,1.5,2.9,0.5,0.3,-2.2,-11,0.7,-0.6,-9,-2,1
COc1ccc(N(C)S(=O)(=O)c2cccc(C(=O)OC(C(=O)Nc3cc(C)cc(C)c3)c3ccccc3)c2)cc1 (centres undefined),-0.9,-3.2,1.6,-0.3,-1.9,-12,-0.8,-1.4,0,4,-1
COc1ccccc1CNC(=O)c1ccc(CS(=O)Cc2cccc(Cl)c2)o1 (centres undefined),-0.3,-1.4,-0.6,-1.9,-2.0,-4,-0.5,-1.3,-2,-8,4
COC(=O)c1sc(NC(=O)c2ccc(OC)cc2OC)nc1C,4.7*,0.9,1.7,19*,5.0,-8,0.9,0.1,4,2,29*
N#CC1=C(N)Oc2cc(Nc3ccccc3)ccc2C1c1ccncc1 (centres undefined),0.3,0.6,-0.8,-1.6,0.1,-21,-0.5,-1.0,1,-3,-3
Cc1c(/C=N/NC(N)=O)c2ccccn2c1C(=O)c1ccc(F)cc1,-0.6,-8.1,6.3,-2.1,0.5,-3,-0.6,-1.4,1,-19,7
CCC(=O)Nc1nnc(SCC(=O)c2ccc3c(c2)Cc2ccccc2-3)s1,0.6,7.4,2.3,0.4,0.7,-4,0.8,-1.4,-4,-3,44*
COC(=O)c1cn(-c2ccccc2)nc1C(=O)OC,0.7,-3.6,5.3,0.8,-1.2,1,-0.7,-1.4,3,3,-4
O=C1NCCn2nc3ccccc3c21,0.3,-0.9,0.6,-0.5,0.1,5,-0.8,-0.3,0,-2,-1
Cc1ccc(-n2nnnc2SCC(=O)c2cc(C)n(-c3cc(C)on3)c2C)c(C)c1,-0.6,-2.4,1.6,-3.2,-1.2,-71,-1.2,-1.2,-7,-7,7
Cc1nnc(NC(=O)CSc2nc3c(c(=O)n(C)c(=O)n3C)n2C(C)C)s1,-0.8,-1.1,3.0,1.0,0.4,3,0.1,-1.3,1,1,3
CC[C@]12c3[nH]c4cc(-c5ccco5)ccc4c3CCN1C(=O)[C@@H](CC(=O)NCc1cccc(C(F)(F)F)c1)C[C@@H]2C(=O)N1CCN(C(=O)c2ccco2)CC1,-1.4,-1.5,-3.5,-1.6,-1.9,-18,-1.2,-1.3,-5,-467,-1

A few values from the entries so far:
Reading of `O=C(CSCc1c(Cl)cccc1Cl)NN1C(=O)c2ccccc2C1=O` under PG9 binder: -0.6
Reading of `O=C1NCCn2nc3ccccc3c21` under DAX1 inh-1: 0.3

Screening results: PubChem, several laboratories
